From PubChem
PKA-R2B act = PKA-R2B complex activation; 340,000 tested, 0.079% active; P22694+P31323; PKA-R2B holoenzyme dissociation, Cy5-IP20 fluorescence polarization; R2B truncated from residue 108, S112A mutant; 0% DMSO only, 100% 113 µM cGMP; activation, % at 11.4 µM; AID 504700;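 active means activation above a cutoff set at the mean over all compounds plus 3 SD, cut at about 18% in these data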;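 further: higher means more holoenzyme dissociation and a rise in polarization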
Target sequence (P31323 whole entry, looked up, other chains not shown, the tested form may be a part): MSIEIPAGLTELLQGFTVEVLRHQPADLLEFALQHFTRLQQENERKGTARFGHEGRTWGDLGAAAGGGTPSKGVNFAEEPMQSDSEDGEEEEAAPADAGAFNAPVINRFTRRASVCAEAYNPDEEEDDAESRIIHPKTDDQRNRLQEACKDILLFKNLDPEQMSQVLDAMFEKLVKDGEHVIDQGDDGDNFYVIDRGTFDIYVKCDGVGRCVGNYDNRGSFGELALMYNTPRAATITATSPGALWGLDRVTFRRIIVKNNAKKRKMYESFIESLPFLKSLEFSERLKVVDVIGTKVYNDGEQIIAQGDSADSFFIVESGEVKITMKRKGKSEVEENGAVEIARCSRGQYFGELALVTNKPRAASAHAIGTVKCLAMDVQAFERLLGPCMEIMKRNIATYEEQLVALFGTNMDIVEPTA
Mot1-301 SUMO = SUMOylation pathway inhibition by Mot1-301 growth rescue; AID 2716; 320,000 tested, 1% active; growth rescue, % at 18.8 µM; S. cerevisiae Mot1-301 growth rescue, ATP luminescence, 38.5C; percent above DMSO median, 100 means doubled;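 active means every valid replicate shows activation above 250% relative to neutral control wells; inactive means the rest, any valid replicate at or below 250%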;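 further: OY570 slx delta 5 strain wells were the positive control but not used for scaling; some compounds called inactive have numbers as strong as hits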
AddAB inh = less growth of phage-infected E. coli with AddAB; E. coli expressing H. pylori AddAB, absorbance growth; inhibition, % at 11.9 µM; 330,000 tested, 0.29% active; in the data active means inhibition above about 12%;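 further: 0% = vehicle wells of infected cells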
PKA-R1A activ = PKA-R1A complex activation. P00514+P68181. PKA-R1A dissociation, Cy5-IP20 fluorescence polarization; scaled: DMSO 0%, 113 µM cGMP 100%. activation, % at 11.4 µM. 340,000 tested, 0.083% active. AID 504707;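 active means percent activation above the mean of all tested compounds plus 3 SD, cut at about 19% in these data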;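 further: higher means more PKAc released from R1A so a rise in polarization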
phage Ecoli inh = E. coli growth loss with phage present | growth absorbance | inhibition, % at 11.9 µM | 360,000 tested, 0.26% active; in the data active means inhibition above about 11%
Tat export inh = inhibitors of E. coli Tat protein transport; E. coli MC4100 TorA-mCherry Tat export, fluorescence; inhibition, % at 10 µM; 340,000 tested, 0.036% active;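 active means mean replicate inhibition at least 50% and at least half of replicates individually reaching 50%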;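 further: exported cargo escapes ClpAP degradation while cytoplasmic cargo is degraded and loses fluorescence; 0% = median of neutral control wells and 100% = median of NaSCN control wells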
HTR5A ag = activates human HTR5A in OPRM1-OPRD1 agonist counter-screen; P47898; HTR5A agonist assay, luminescence, cell-based; activation, % at 9.3 µM; 340,000 tested, 0.61% active; in the data active means activation mostly above about 9.5%, no sharp cut-off; inactive means mostly below about 7.6%;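 further: 0% = cells with vehicle only and 100% = reference agonist; strong numbers were not always called active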
Target sequence (P47898 whole entry, looked up): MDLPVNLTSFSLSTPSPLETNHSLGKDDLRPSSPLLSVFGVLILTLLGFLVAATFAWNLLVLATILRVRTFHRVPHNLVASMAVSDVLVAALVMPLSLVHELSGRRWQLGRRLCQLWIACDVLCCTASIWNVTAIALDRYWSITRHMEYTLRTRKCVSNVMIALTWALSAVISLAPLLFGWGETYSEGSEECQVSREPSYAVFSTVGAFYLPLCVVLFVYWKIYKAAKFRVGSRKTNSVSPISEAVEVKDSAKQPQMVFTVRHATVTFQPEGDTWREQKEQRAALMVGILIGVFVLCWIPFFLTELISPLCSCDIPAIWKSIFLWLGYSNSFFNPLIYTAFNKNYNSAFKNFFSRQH
CDK5 p35 inh = CDK5/p35 (human) kinase inhibition; Recombinant CDK5/p35, ADP-Glo luminescence, 60 min; inhibition, % at 10 µM; 330,000 tested, 0.01% active; AID 488839;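 active means highest replicate inhibition of at least 50% and at least 75% of replicates reaching 50%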;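 further: plate controls were DMSO neutral control for no effect and GW8510 at 10 µM for full effect; many of its hits are not listed in these tables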
DAGLB inhibitor = diacylglycerol lipase beta (human) inhibition; HEK293T DAGLB membrane lysate, EnzChek fluorogenic substrate; 340,000 tested, 0.059% active; AID 504411; Q8NCG7; inhibition, % at 5.17 µM; in the data active means inhibition above about 34%;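 further: 0% = enzyme with vehicle and 100% = wells lacking enzyme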
E coli growth = bacterial growth inhibition, counter-screen for AddAB inhibitors | E. coli V3065 growth, OD600 absorbance, 18 h | 330,000 tested, 0.27% active | inhibition, % at 11.9 µM;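 active means inhibition above the campaign's mean inhibition across all tested compounds plus 3 SD, cut at about 9.9% in these data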;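 further: uninfected addAB+ strain grown without phage in ampicillin broth; 0% = DMSO wells and 100% = ciprofloxacin 0.95 µg/ml wells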
HTR5A inv ag = inverse agonist of human HTR5A in OPRM1-OPRD1 counter-screen; P47898; HTR5A cell line, luminescence, inverse agonism; inhibition, % at 9.3 µM; 340,000 tested, 0.083% active; AID 504634; in the data active means inhibition mostly above about 23%, no sharp cut-off; inactive means mostly below about 18%;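 further: 0% = cells with DMSO and 100% = no-cell wells with DMSO; some compounds called inactive have numbers as strong as hits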
* = called active by the depositor; x = not tested or not shown.

SMILES	PKA-R2B act	Mot1-301 SUMO	AddAB inh	PKA-R1A activ	phage Ecoli inh	Tat export inh	HTR5A ag	CDK5 p35 inh	DAGLB inhibitor	E coli growth	HTR5A inv ag
O=C(CC1C(=O)NC2CCCCC2N1C(=O)c1ccc([N+](=O)[O-])cc1)Nc1ccccc1 (stereo unspecified)	8	8	1.0	-3	1.3	-5	0	-1.7	-8	0.1	-40
Cc1c(OCc2ccccc2)c(=O)ccn1Cc1ccc(F)cc1	2	120	0.1	-4	4.7	-4	-1	-1.8	-4	0.1	4
O=C(Nc1cc(Cl)ccc1Cl)C1CC(=O)N(c2ccc(Br)cc2)C1 (stereo unspecified)	-13	-13	1.0	4	2.0	-5	-5	-0.9	-1	2.4	-6
CC1(C)OC(=CC=Nc2ccc(Cl)cc2)OC1(C)C	-7	-18	2.6	0	1.9	1	-1	-4.7	-1	0.0	2
CCN(CC(=O)Nc1c(F)cccc1F)C(=O)c1ccc(N2CCOCC2)c([N+](=O)[O-])c1	9	-21	2.2	10	-0.5	0	0	0.3	-1	-1.1	1
O=S(=O)(Nc1ccc(N2CCOCC2)cc1)c1cccs1	-10	579*	-0.9	3	3.1	9	1	0.7	6	-1.6	-31
COc1ccc(Oc2c(O)c3ccccc3n(C)c2=O)cc1	-1	-4	1.6	2	2.8	-3	5	-1.2	2	-0.9	-8
C=CCC1(/C=N/O)CCOC(C)(C)C1 (stereo unspecified)	-6	-7	3.8	-4	0.8	-1	1	0.0	-2	-1.9	-31
CCO[C@H]1OC(C(=O)O)=C[C@@H](c2csc3ccccc23)[C@@H]1CCCO	-3	167	-0.8	-1	2.5	-3	5	1.2	3	-2.6	-13
O=C(COc1ccc(Cl)cc1Br)NC(=O)NCc1ccccc1	-8	5	0.8	-1	5.4	-10	5	0.5	-2	0.8	-13
N#CC(c1ccc(Cl)cc1)c1ncc(C(F)(F)F)cc1Cl (stereo unspecified)	1	-15	6.2	-3	1.4	-2	1	-2.1	-5	2.5	-12
CCN1N=C(c2ccccc2)Cn2c1nc1ccccc12	-3	80	2.9	4	1.9	4	-2	-1.1	0	0.5	6
Cn1cc(CNC(=O)CC2C(=O)NCCN2CC(C)(C)C)cn1 (stereo unspecified)	1	5	2.4	3	2.4	-1	6	-0.2	-3	-1.3	-17
O=C(COc1ccc(/C=C2/NC(=O)NC2=O)cc1)Nc1ccc(F)cc1	1	-18	9.9	-3	4.3	8	0	-3.4	0	5.1	-32
COc1ccc(-c2csc(NC(=O)CN3C(=O)CCC3=O)n2)cc1	2	-1	3.6	9	3.2	-3	2	0.1	-1	1.8	-19
COc1cc(C(C(=O)NC2CCCC2)N(C(=O)c2snc(C(N)=O)c2N)c2ccccc2)cc(OC)c1OC (stereo unspecified)	-8	-12	2.7	1	0.7	-2	-7	-3.0	-1	-0.2	17
Cc1c(C(=O)N2CCCCC2)oc2ccccc12	1	22	-2.8	-1	3.4	1	-2	-0.7	-1	-1.4	9
CC(C)c1ccc(S(=O)(=O)N2CCN(C(C)C(=O)Nc3ccccc3-c3ccccc3)CC2)cc1 (stereo unspecified)	-1	6	1.6	-1	2.5	-6	2	1.1	-16	-0.2	-3
C=CCc1c(C)nc(SCc2ccccc2)[nH]c1=O	3	-11	2.8	-17	3.5	-3	-1	-0.8	-1	1.5	8
NC(=O)c1ccsc1NC(=O)COC(=O)c1ccc(Cl)cc1	6	x	1.6	-7	0.9	6	6	-0.6	0	-1.3	-16
CS(=O)(=O)N(CC(=O)Nc1ccc2c(c1)OCCO2)c1ccc2c(c1)OCO2	-15	-8	1.2	6	2.5	1	4	0.8	-1	-0.4	0
O=C(CCCCCCCCC(=O)N1CCCCC1)N1CCCCC1	-5	x	x	-4	0.6	4	-5	0.0	0	x	19
COc1cc(C(C(=O)NC2CCCC2)N(C(=O)Cc2cccs2)C2CC2)cc(OC)c1OC (stereo unspecified)	-7	51	0.3	0	4.1	4	3	2.3	1	-0.7	-9
CCn1nc(C)cc1C(=O)N1CCCC(C(=O)c2cccc(OC)c2)C1 (stereo unspecified)	-2	1	-2.4	-5	-0.6	2	2	0.0	-1	-0.4	-7
CC1(C)Cn2c(nc(=O)c3c2NCN(CCc2ccccc2)C3)S1	-5	270	-0.1	1	x	9	-4	0.6	-1	-0.3	9

More records.
SMILES	PKA-R2B act	Mot1-301 SUMO	AddAB inh	PKA-R1A activ	phage Ecoli inh	Tat export inh	HTR5A ag	CDK5 p35 inh	DAGLB inhibitor	E coli growth	HTR5A inv ag
Cn1c(NC(=O)CC2CCCCC2)cc(=O)n(C)c1=O	8	26	-1.2	-15	3.5	8	-3	-1.4	-2	-1.0	7
Brc1ccccc1CN1CCC(N2CCCCC2)CC1	9	243	2.8	21*	1.4	-10	0	-0.4	-4	-0.8	3
Cc1ccc(-c2cc(C(=O)NCCCn3ccnc3)c3cc(Br)ccc3n2)o1	-18	9	3.2	-1	x	-9	-4	-0.4	-1	0.3	-7
N#CC(c1ccccc1)c1cccc(Cl)n1 (stereo unspecified)	x	481	3.2	x	4.3	3	x	-3.2	x	-0.7	x
CCCCc1nnc(NC(=O)C2=COCCO2)s1	-4	0	-1.7	-1	-2.5	-3	2	1.9	3	0.2	-9
COc1ccc(-c2oc(=O)c3cc(OC)c(OC)cc3c2C(F)(F)F)cc1	-4	0	1.1	-1	-0.2	-16	1	1.0	3	0.0	-3
CCOc1ccc(S(=O)(=O)N/N=C(\C)c2ccc(Cl)c(Cl)c2Cl)cc1	-3	41	1.5	-8	3.4	2	7	2.0	-3	1.0	-25
CC(C)N1CCN(Cc2cccn2-c2cccnc2)CC1CCO (stereo unspecified)	-4	-17	3.1	-3	4.4	6	-1	-0.6	0	1.5	-9
CC(=O)Nc1ccc(S(=O)(=O)NNC(=O)c2cc3c4ccccc4n(C)c3s2)cc1	-4	x	2.2	3	0.1	1	8	-0.6	2	0.5	10
Cc1ccc2c(c1C)OC(=O)CC2c1ccccc1 (stereo unspecified)	0	128	0.1	4	1.2	16	6	-0.4	-6	-0.3	-22
Cc1cc(C)n2nc(C(=O)Nc3cccnc3)nc2n1	10	11	4.0	-14	2.9	0	-2	0.5	2	1.6	7
COc1cc(C(=S)N2CCN(c3ccccc3Cl)CC2)cc(O)c1O	-2	x	1.4	-9	6.2	39	-5	-9.2	15	1.2	-10
Cc1cnc(NC(=O)CSc2nnc(-c3cccs3)n2C)s1	-3	-3	4.9	5	-0.9	-12	-3	-1.0	0	-0.2	8
COc1ccc(-c2cnnc(N/N=C/c3ccc(C)o3)n2)cc1	7	7	2.1	-5	3.0	2	2	-0.3	3	3.1	-38
COC(=O)c1cc(OC)c(OC)cc1NC(=O)c1csc(C)c1	-2	-9	1.7	0	0.9	-4	1	0.4	-5	3.3	-12
COCCNC(=O)CN(Cc1ccc(OC)cc1)C(=O)CCC(=O)Nc1nccs1	9	-6	2.4	0	2.1	-5	-1	0.6	1	-3.6	5
COc1ccc(C)cc1NC(=O)NC1CCCc2ccccc21 (stereo unspecified)	6	428	-0.7	13	0.2	4	9	1.7	1	1.6	20
Cc1ccc(C(=O)N2CCN(c3ccccc3)CC2)cc1C	8	4	2.0	4	3.3	-1	0	-2.7	-13	0.6	9
CCOCc1nnc(NC(=O)c2cc(OC)c(OC)cc2[N+](=O)[O-])s1	-5	19	3.2	4	4.2	-3	12*	0.3	-2	-1.6	3
O=C(CSc1ncccn1)Nc1cccc(S(=O)(=O)N2CCOCC2)c1	1	32	0.1	-3	5.2	1	1	-0.9	-2	-0.1	-6
COc1ccc(C/C(C)=N/NS(=O)(=O)c2ccc(Br)cc2)cc1	3	31	0.6	6	-1.1	4	12	0.3	-2	1.2	-36
CN(Cc1ccccc1)C(=O)c1ccc(NC2=NC3CS(=O)(=O)CC3S2)cc1 (stereo unspecified)	-9	7	0.3	-4	3.5	0	-2	0.9	1	3.2	-21
CCOC(=O)c1ccc(NC(=S)Nc2ccc(Br)cc2N)cc1	-15	-2	0.6	-7	-2.2	7	5	5.5	-2	-1.6	-14
Cc1cccc(C)c1NC(=O)CSC(=S)N1CCCC1	4	-12	-0.1	-5	5.0	4	2	-2.6	2	-1.7	26
Cc1cc(C)c(C#N)c(=N)o1	3	-15	-1.0	-2	1.0	-3	0	1.7	3	-0.1	16

(listing goes on)
SMILES	PKA-R2B act	Mot1-301 SUMO	AddAB inh	PKA-R1A activ	phage Ecoli inh	Tat export inh	HTR5A ag	CDK5 p35 inh	DAGLB inhibitor	E coli growth	HTR5A inv ag
Cc1nn(CC(=O)Nc2c(F)c(F)cc(F)c2F)c(=O)c2cccn12	3	125	3.0	-16	0.2	4	2	-1.2	1	-1.0	2
Cc1cccc(CN2CCCC(C(=O)N3CCc4ccccc4C3)C2)c1 (stereo unspecified)	1	9	7.6	-3	3.1	2	-2	1.7	-1	2.7	0
O=C(Cc1ccc([N+](=O)[O-])cc1)Nc1cccc(C(=O)N2CCCCC2)c1	9	0	1.2	0	-0.1	-1	9	-1.4	0	0.1	-27
COC(=O)CCSCC(=O)Nc1ccc(C)c(S(=O)(=O)N2CCCCC2)c1	5	0	0.0	-8	0.8	3	7	3.1	0	-2.0	-20
COc1ccc(Cl)cc1NC(=O)C1Cc2cc(S(=O)(=O)N3CCCC3)ccc2N1C(C)=O (stereo unspecified)	-7	42	1.8	3	-1.1	1	-2	-0.3	-1	0.2	-9
CCOc1ccc(CCNC(=O)CSc2n[nH]c(N)n2)cc1OCC	2	357*	-2.4	7	1.7	-7	-4	-1.8	-1	-1.4	0
CCOC(=O)N1CCC(N2CCN(S(=O)(=O)c3ccc(C)cc3)CC2)CC1	-2	0	2.9	12	0.5	-1	11	0.6	-4	-3.6	5
O=C(N/N=C/c1ccc(O)cc1)c1cc(C2CC2)[nH]n1	-14	-24	-0.9	-2	-2.0	-5	-1	2.3	-1	0.4	21
Cc1ccc2nc(Cl)c3nnnn3c2c1	-4	382*	0.5	-3	x	-1	0	-2.4	-4	-3.0	0
COc1ccc(NC2=C(C(C)=O)C(c3ccc(OC)c(OC)c3)C(C(C)=O)C(C)(O)C2)cc1 (stereo unspecified)	-3	-22	3.3	-3	-0.4	18	6	1.1	-2	-3.4	-11
Cn1c(=O)c2[nH]c(CN3CCN(Cc4ccccc4)CC3)nc2n(C)c1=O	5	126	-2.1	-1	2.5	6	1	3.1	0	-0.4	-11
O=C(COc1cccnc1[N+](=O)[O-])N1CCC(Cc2ccccc2)CC1	-3	15	1.1	2	0.9	2	-1	-0.2	-2	0.2	3
CCNC(=O)C1CCCc2c1[nH]c1ccc(Cl)cc21 (stereo unspecified)	0	9	2.6	-2	x	-3	2	-0.5	-1	-2.9	-6
O=C(c1ccc2[nH]c(=O)c(=O)[nH]c2c1)N1CCN(Cc2ccccc2)CC1	0	-15	1.9	-1	1.4	1	-1	0.5	0	1.7	-26
Cc1ccc(C)c(S(=O)(=O)N2CCN(C(C(=O)Nc3ccc(F)cc3)c3ccccc3)CC2)c1 (stereo unspecified)	-8	2	3.5	-3	1.9	-5	-5	-0.5	-5	1.6	8
